Screening results deposited in PubChem by Dana-Farber Cancer Institute and Novartis Institutes for BioMedical Research (Cambridge, Mass).
USP17 inh: inhibitors of human USP17 deubiquitinase; inhibition, % at 50 µM; actives 6.5% (n = 47,000); purified USP17, Ub-rhodamine cleavage fluorescence, 3 h
USP30 inh: inhibitors of human USP30 deubiquitinase; Ubiquitin carboxyl-terminal hydrolase 30 (Homo sapiens), Q70CQ3; purified USP30, Ub-rhodamine cleavage fluorescence; inhibition, % at 25 µM; actives 5.3% (n = 47,000)
USP28 block: inhibitors of human USP28 deubiquitinase. purified USP28, Ub-rhodamine cleavage fluorescence, 30 min. inhibition, % at 25 µM. actives 3% (n = 47,000). AID 1645857, 2021
OTUD3 inh: inhibitors of human OTUD3 deubiquitinase. OTU domain-containing protein 3 (Homo sapiens), Q5T2D3. purified OTUD3, Ub-rhodamine fluorescence, 2 h. inhibition, % at 25 µM. actives 0.7% (n = 47,000). AID 1645858, 2021
Target sequence (Q5T2D3 whole entry, looked up, the tested form may be a part): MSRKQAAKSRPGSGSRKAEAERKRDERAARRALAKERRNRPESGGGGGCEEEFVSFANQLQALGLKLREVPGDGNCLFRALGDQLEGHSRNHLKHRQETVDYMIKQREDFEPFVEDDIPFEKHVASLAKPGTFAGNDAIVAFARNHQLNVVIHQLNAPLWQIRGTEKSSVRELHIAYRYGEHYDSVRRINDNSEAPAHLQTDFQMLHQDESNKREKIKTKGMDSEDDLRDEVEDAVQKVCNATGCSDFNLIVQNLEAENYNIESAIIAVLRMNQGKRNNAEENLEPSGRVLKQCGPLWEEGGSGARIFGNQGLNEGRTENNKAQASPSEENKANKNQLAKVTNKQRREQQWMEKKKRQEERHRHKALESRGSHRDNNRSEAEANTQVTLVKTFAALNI
UCHL1 block: inhibitors of human UCHL1 deubiquitinase; purified UCHL1, Ub-rhodamine cleavage fluorescence; inhibition, % at 20 µM; actives 0.2% (n = 47,000)
Target sequence (P09936 whole entry, looked up): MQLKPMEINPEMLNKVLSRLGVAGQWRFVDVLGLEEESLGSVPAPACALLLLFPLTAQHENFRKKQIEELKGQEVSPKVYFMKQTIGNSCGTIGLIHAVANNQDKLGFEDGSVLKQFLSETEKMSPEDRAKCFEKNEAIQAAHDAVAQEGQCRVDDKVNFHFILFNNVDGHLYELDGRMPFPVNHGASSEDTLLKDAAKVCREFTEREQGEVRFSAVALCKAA
USP7 inh: inhibitors of human USP7 deubiquitinase; purified USP7, Ub-rhodamine cleavage fluorescence; inhibition, % at 20 µM; actives 0.3% (n = 47,000); AID 1645854, 2021
USP10 inh: inhibitors of human USP10 deubiquitinase. Ubiquitin carboxyl-terminal hydrolase 10 (Homo sapiens), Q14694. purified USP10, Ub-rhodamine fluorescence, 60 min. inhibition, % at 20 µM. actives 1.1% (n = 47,000). AID 1645856, 2021
USP8 block: inhibitors of human USP8 deubiquitinase; Ubiquitin carboxyl-terminal hydrolase 8 (Homo sapiens), P40818; purified USP8, Ub-rhodamine cleavage fluorescence, 30 min; inhibition, % at 20 µM; actives 4.2% (n = 47,000); AID 1645853, 2021
* marks the source's active call; other numbers are inactive results; . = not tested or not shown. Rule as the data show it: active = inhibition above about 30%; inactive = the rest. Rows were taken by chance (roughly 13% active in at least one column).

SMILES	USP17 inh	USP30 inh	USP28 block	OTUD3 inh	UCHL1 block	USP7 inh	USP10 inh	USP8 block
O=C1CC(c2ccccc2[N+](=O)[O-])c2ccccc2N1 (stereo not given)	-3	21	15	13	0	0	0	1
Cc1cc2n(n1)CCCN2C(=O)CCC(=O)N1CCN(c2cccc(C)c2C)CC1	-4	3	3	0	4	3	-1	-48
CC(C)OC(=O)CSc1nnc(-c2cnccn2)n1Cc1ccco1	1	.	.	-1	1	-1	1	0
Cc1cc(N2CCCC(C)(c3[nH]ncc3C(=O)N(C)C)C2)nc(N)n1 (stereo not given)	5	26	9	13	2	7	3	12
Cc1ccc(S(=O)(=O)N2CCC(c3nc4cccnc4n3C)C2)cc1 (stereo not given)	8	12	5	7	6	7	-2	11
Cc1ccc(-c2nnc(CN3CCCC(N4CCNC4=O)C3)o2)cc1 (stereo not given)	5	0	6	9	2	5	-2	20
CC(=O)c1sc(N2CCOCC2)nc1-c1ccccc1	4	0	-7	6	0	0	1	-2
Cc1cccc(CC(=O)N2C[C@@H]3C[C@H](NS(C)(=O)=O)[C@H]2C3)c1	-8	-16	-12	-10	-2	.	-3	2
CC1(C)Cc2c(sc3nc(SCc4ccccc4)nc(SCC(=O)Nc4ccccc4)c23)CO1	-7	4	-2	0	-6	-21	0	-13
CCCc1cc(N2CCN(CCn3c(C)ccc3C)CC2)n2c(nc3ccccc32)c1C#N	1	-226	-57	-73	-12	-4	-5	-28
CNc1nc2c(c(=O)n1C)CCN(C(=O)Nc1ccc(Cl)cc1Cl)C2	-3	13	-5	-11	-3	-19	0	4
Cc1[nH]nc(-n2cnnc2)c1NS(=O)(=O)c1ccc(CC(C)C)cc1	-4	-2	-5	-5	1	2	4	9
COc1ccccc1-c1c(Nc2ccccc2)oc2c1c(=O)n(C)c(=O)n2C	0	.	.	2	-1	4	-1	-5
COCCCn1c(SCC(=O)Nc2ccccc2C(=O)OC)nc2ccccc2c1=O	42*	70*	25	15	8	8	2	9
c1ccc2sc(C3CCN(Cc4nc(C5CC5)no4)CC3)nc2c1	-13	-21	0	-9	-2	-7	-3	-6
N#Cc1cnc2ccccc2c1N1CCC(C(=O)N2CCCCCC2)CC1	0	2	6	2	-1	-26	-8	13
Cc1ccc(C(=O)N2c3ncnn3C(c3ccccc3)CC2c2ccccc2)cc1 (stereo not given)	15	32*	13	8	4	4	-1	21
Cc1ccc(CC(=O)Nc2ccc3c(c2)CCC(=O)N3)cc1	-9	-29	-15	-17	-4	-4	-5	-52
Cc1ccc(NC(=O)Cn2c(=O)n(C3CC3)c(=O)c3nscc32)c(C)c1	-73	-235	-246	-17	-7	-5	-3	-16
COc1cccc(-n2c(Cc3cc(=O)[nH]c(=O)[nH]3)nnc2SCC(=O)NCc2ccc(F)cc2)c1	3	0	-4	-9	-6	-4	-7	2
Cn1c2ccccc2c(=O)c2c(=O)n(Cc3ccco3)c(C3CCCCC3)nc21	8	21	7	8	2	3	-2	30*
O=C(c1ccc(Br)o1)N(Cc1cccc(F)c1)c1ccccn1	13	19	18	15	1	-7	-3	15
COc1ccc2ncc(C#N)c(N3CCC(C(=O)N4CCCCC4)CC3)c2c1	-1	13	2	2	3	-16	-1	13
Cc1ncc(CO)c2cc(C(=O)Nc3ccccc3Cl)c(=Nc3ccccc3)oc12	0	-5	-4	-10	-6	0	-3	6
COc1ccc(N(C(=O)c2ccncc2)S(=O)(=O)c2ccc3c4c(cccc24)C(=O)N3C)cc1	-6	-44	-14	-15	2	-18	5	5

Structures listed so far printed as active in USP8 block.
SMILES	USP17 inh	USP30 inh	USP28 block	OTUD3 inh	UCHL1 block	USP7 inh	USP10 inh	USP8 block
Cn1c2ccccc2c(=O)c2c(=O)n(Cc3ccco3)c(C3CCCCC3)nc21	8	21	7	8	2	3	-2	30*

6 neighbouring records from above:
SMILES	USP17 inh	USP30 inh	USP28 block	OTUD3 inh	UCHL1 block	USP7 inh	USP10 inh	USP8 block
COc1cccc(-n2c(Cc3cc(=O)[nH]c(=O)[nH]3)nnc2SCC(=O)NCc2ccc(F)cc2)c1	3	0	-4	-9	-6	-4	-7	2
Cn1c2ccccc2c(=O)c2c(=O)n(Cc3ccco3)c(C3CCCCC3)nc21	8	21	7	8	2	3	-2	30*
O=C(c1ccc(Br)o1)N(Cc1cccc(F)c1)c1ccccn1	13	19	18	15	1	-7	-3	15
COc1ccc2ncc(C#N)c(N3CCC(C(=O)N4CCCCC4)CC3)c2c1	-1	13	2	2	3	-16	-1	13
Cc1ncc(CO)c2cc(C(=O)Nc3ccccc3Cl)c(=Nc3ccccc3)oc12	0	-5	-4	-10	-6	0	-3	6
COc1ccc(N(C(=O)c2ccncc2)S(=O)(=O)c2ccc3c4c(cccc24)C(=O)N3C)cc1	-6	-44	-14	-15	2	-18	5	5

Next section
SMILES	USP17 inh	USP30 inh	USP28 block	OTUD3 inh	UCHL1 block	USP7 inh	USP10 inh	USP8 block
CCc1cccc(N2C(=O)Nc3ccccc3S2(=O)=O)c1	0	8	5	-2	4	-6	5	6
O=C(NCc1ccco1)c1cc(-c2ccncc2)n(-c2ccc(F)cc2)n1	-4	10	5	1	2	2	-1	7
O=C(c1cccc2ncccc12)N1CCNCC1c1ccccc1 (stereo not given)	-39	-117	-44	-26	-8	-9	-5	-21
Cc1nc(-c2cccc(NC(=O)N3CCc4ccccc4C3)c2)no1	-5	-1	2	-2	3	3	0	4
COC(=O)c1ccc2c(=O)n(CCCCCC(=O)N3CCN(c4ccccc4OC)CC3)c(=O)[nH]c2c1	-7	-26	-7	-10	0	-3	-4	0
CC1CCc2c(sc(NC(=O)c3cc(-c4ccccn4)nc4ccccc34)c2C(N)=O)C1 (stereo not given)	-6	-16	0	0	0	1	-3	0
CCN1CCN(c2nc(N3CCOCC3)nc3c2cnn3C)CC1	-14	23	9	11	0	6	0	-152
CN1CCCN(C(=O)c2cc(-c3ccn(-c4ccccc4)n3)n3ccccc23)CC1	-60	-283	-44	-37	-2	-18	-3	-101
CC(C)COc1ccc(C(=O)Oc2ccc(-n3cnnn3)cc2)cc1	8	17	5	19	-1	0	3	37*
CCn1c(=O)c(C(=O)NCc2ccc(C)c(C)c2)nc2cccnc21	.	-10	-41	-5	0	-4	-2	-20
CC(=O)c1ccc(NC(=O)COc2coc(CN3CCc4ccccc4C3)cc2=O)cc1	46*	-78	-14	-23	3	5	4	2
Cc1ccc(Cn2c(SCc3ccccc3C#N)nc3ccccc3c2=O)cc1	.	-275	-84	-60	-21	-17	-5	-23
CCOc1ccccc1NCc1nc2nc(C)cc(C)n2n1	10	7	5	12	1	3	1	10
COc1ccccc1C1Cn2c(C)cnc2CN1C(=O)c1ncoc1C (stereo not given)	-5	-10	0	-3	-5	-6	-2	-20
Cc1ccccc1NC(=O)COC(=O)[C@@H]1CCCN1S(=O)(=O)c1ccc(Cl)cc1	4	3	-1	0	2	3	4	13
CC(C)(C)OC(=O)N1C[C@@H]2C[C@@]3(C)[C@H](CCC[C@@H]13)N2C(=O)c1ncccn1	6	13	9	6	0	4	0	14
O=C(COc1ccc(Br)cc1Cl)c1c[nH]c2ccccc12	-4	-134	-23	-31	0	7	-7	9
CCCc1cc(C(=O)N2C[C@@H]3OCC(=O)N(CCc4ccccc4)[C@H]3C2)n(C)n1	6	6	1	6	2	1	1	-2
CCC12CN3CC(C)(CN(C1)C3c1c[nH]c3ccccc13)C2=O (stereo not given)	0	0	-8	-3	-1	-7	4	1
CCC(=O)Nc1c(C)noc1/C=C\c1ccc(S(=O)(=O)Nc2c(C)cccc2C)cc1	4	11	2	11	7	4	6	15
O=C(NC1CCCCCC1)C1CCN(c2cncnc2N2CCOCC2)CC1	2	2	4	-1	-5	-3	0	0
Cc1cc(C)n(-c2nc3c(c(=O)n2CC(=O)Nc2ccc4c(c2)OCO4)CCC3)n1	7	19	10	7	2	10	0	4
COc1ccc(NC(=O)Cn2c(=O)n(C3CCCCC3)c(=O)c3ccccc32)cc1	9	22	12	12	2	0	6	12
Cc1ccc(NC(=O)c2nc3c(s2)CCCN3c2ncccn2)nc1	-74	-10	-61	3	0	1	1	-115
COc1cc(-c2ccccn2)nc2cnsc12	0	13	8	1	1	-4	-1	-3

Next section.
SMILES	USP17 inh	USP30 inh	USP28 block	OTUD3 inh	UCHL1 block	USP7 inh	USP10 inh	USP8 block
CC(=O)Nc1ccc(Nc2nnc(-c3ccc(C)c(S(=O)(=O)NCC4CCCO4)c3)c3ccccc23)cc1 (stereo not given)	24	28	2	7	3	-1	-1	5
O=C1CC(NC(=O)C2(c3ccc(Cl)cc3)CCCC2)CN1 (stereo not given)	13	28	7	18	3	2	-1	3
Cc1ccccc1-n1nc2c(c1NC(=O)c1ccc(F)c(F)c1)CS(=O)(=O)C2	-8	-2	-4	-5	-2	-32	1	-23
COC[C@H]1O[C@@H](O[C@@H]2OC[C@@H]3O[C@]4(O[C@H]3[C@H]2OC(=O)C(C)C)O[C@H](C)[C@@](O)(C(C)=O)[C@@H]2OCO[C@H]24)[C@@H](OC)[C@@H](O)[C@@H]1O[C@@H]1O[C@H](C)[C@H](OC)[C@H](O[C@H]2C[C@@]3(C)O[C@@]4(C[C@@H](O)[C@H](O[C@H]5C[C@@H](O)[C@H](OC(=O)c6c(C)c(Cl)c(O)c(Cl)c6OC)[C@@H](C)O5)[C@@H](C)O4)O[C@@H]3[C@@H](C)O2)[C@H]1O	0	17	1	-2	3	-41	2	10
CCN(CC)C(=O)CSc1nc2c(cnn2-c2ccc(Cl)cc2)c(=O)[nH]1	0	0	-12	-6	0	2	15	-5
CCCN1CCN(C(=O)C2CCN(c3cnc4nccnc4c3)CC2)CC1	-117	-369	-78	-76	-24	-26	-5	-80
O=C(NC1(O)C(=O)c2ccccc2C1=O)c1ccc(-c2csnn2)cc1	85*	32*	0	-30	19	-45	6	93*
COc1ccc(C2CC(=O)Nc3cc4c(cc32)OCCO4)c(OC)c1OC (stereo not given)	4	-3	-1	0	0	1	-1	6
COc1cnc(CSc2ccc(C)cc2)cc1OCC(=O)Nc1ccccc1	6	36*	-6	-15	1	-9	3	-8
Cc1ccc(S(=O)(=O)N2CCCC(c3nn(C)c4nccnc34)C2)cc1 (stereo not given)	13	-11	3	5	5	3	-2	26
O=C(CN1CCc2ccccc2C1)Nc1cc(S(=O)(=O)N2CCOCC2)ccc1N1CCCC1	29	-28	0	-19	0	2	-5	-20

Complete entries as entered above. Order of screens: USP17 inh, USP30 inh, USP28 block, OTUD3 inh, UCHL1 block, USP7 inh, USP10 inh, USP8 block
Profile of `CCOc1ccccc1NCc1nc2nc(C)cc(C)n2n1` : 10, 7, 5, 12, 1, 3, 1, 10
Profile of `COC[C@H]1O[C@@H](O[C@@H]2OC[C@@H]3O[C@]4(O[C@H]3[C@H]2OC(=O)C(C)C)O[C@H](C)[C@@](O)(C(C)=O)[C@@H]2OCO[C@H]24)[C@@H](OC)[C@@H](O)[C@@H]1O[C@@H]1O[C@H](C)[C@H](OC)[C@H](O[C@H]2C[C@@]3(C)O[C@@]4(C[C@@H](O)[C@H](O[C@H]5C[C@@H](O)[C@H](OC(=O)c6c(C)c(Cl)c(O)c(Cl)c6OC)[C@@H](C)O5)[C@@H](C)O4)O[C@@H]3[C@@H](C)O2)[C@H]1O` : 0, 17, 1, -2, 3, -41, 2, 10
Profile of `Cc1ccc(-c2nnc(CN3CCCC(N4CCNC4=O)C3)o2)cc1` (stereo not given) : 5, 0, 6, 9, 2, 5, -2, 20
Profile of `Cc1ccc(Cn2c(SCc3ccccc3C#N)nc3ccccc3c2=O)cc1` : ., -275, -84, -60, -21, -17, -5, -23
Profile of `Cc1[nH]nc(-n2cnnc2)c1NS(=O)(=O)c1ccc(CC(C)C)cc1` : -4, -2, -5, -5, 1, 2, 4, 9
